# Source: PubChem BioAssay
# Cneo AK release: Cryptococcus neoformans cell lysis inducers, primary screen, AK release luminescence, single concentration. AID 651654, 2012. lysis activity, % at 15 µM. hit rate 0.2% among 360,000. C. neoformans lysis, adenylate kinase release luminescence, 4 h; normalised: neutral wells 0, clomiphene wells 100;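 active = mean lysis activity across replicates of at least 80%, whatever share of replicates individually reach that level; inactive = mean lysis activity below 80%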
#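 Schedule: static 4 h at 37 °C with compound, 1 h detection; system: C. neoformans cells; benchmarks: Clomiphene as positive control; buffer or medium: fresh YPD medium; measure: luminescence rise reflecting yeast cell lysis; measured by: luminescent adenylate kinase detection reagent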
# ARNT TACC3 PPI: disruptors of ARNT/TACC3 protein interaction, primary screen, biochemical, AlphaScreen, single concentration; AlphaScreen His-ARNT PAS-B/GST-TACC3 binding, luminescence; TACC3 fragment carries E629A point mutation; inhibition, % at 9.99 µM; hit rate 0.66% among 390,000; AID 623870, 2012;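 active = mean inhibition of replicates at least 50% and at least half of replicates each reaching 50%; inconclusive = half or more replicates reach 50% but mean below 50%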;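 also: 0% = complete ARNT plus TACC3 wells and 100% = ARNT alone without TACC3; many hits fall short of the cut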
# esBAF inh: Bmi1 luciferase reporter increase in mESCs, primary screen, esBAF inhibitor project, mouse ES cells, Bmi1 luciferase knock-in, single point; 24 h; 100% = twice the neutral-well signal; reporter increase, % at 12.5 µM; hit rate 2% among 350,000; in the data active = activation above about 40%; inconclusive = no clear call, values can overlap the other calls;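 also: 0% = median of the plate's neutral control wells and 100% = double that signal; a rise in the Bmi1 reporter signal indicates esBAF inhibition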
# ERp5 block: inhibitors of ERp5-driven insulin aggregation, primary screen, biochemical, turbidity, absorbance 650 nm, single point | Protein disulfide-isomerase A6 (Homo sapiens), Q15084 | AID 651711, 2012 | 90 min | inhibition, % at 9.99 µM | hit rate 0.05% among 350,000;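 active = mean replicate inhibition above about 25%, with every replicate also reaching it, limit read from the data, passing the limit was not always enough; inconclusive = only one of those two criteria met; inactive = neither criterion met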
# Target sequence (Q15084 whole entry, looked up): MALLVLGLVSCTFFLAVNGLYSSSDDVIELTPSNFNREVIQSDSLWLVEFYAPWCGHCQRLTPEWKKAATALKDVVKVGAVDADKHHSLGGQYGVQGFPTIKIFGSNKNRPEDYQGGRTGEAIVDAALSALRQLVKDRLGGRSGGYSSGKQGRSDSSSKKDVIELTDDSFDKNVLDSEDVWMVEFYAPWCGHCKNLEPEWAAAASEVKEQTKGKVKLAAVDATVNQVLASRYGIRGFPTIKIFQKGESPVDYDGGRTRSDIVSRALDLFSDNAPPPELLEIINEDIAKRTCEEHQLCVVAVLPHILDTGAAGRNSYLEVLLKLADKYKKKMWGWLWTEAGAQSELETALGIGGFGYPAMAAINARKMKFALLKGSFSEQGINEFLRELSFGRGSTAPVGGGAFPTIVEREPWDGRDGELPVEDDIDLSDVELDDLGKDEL
# C2C12 statin: suppressors of statin myotoxicity in C2C12 myotubes, primary screen, cell-based, single point, plate reader. AID 602340, 2012. rescue of ATP level, % at 7.49 µM. C2C12 myotubes + simvastatin, ATP luminescence, 48 h; scaled: DMSO 0, geranylgeraniol control 100. hit rate 0.78% among 330,000;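 active = mean ATP rescue above about 67%, or every replicate alone reaching that limit, limit read from the data, passing the limit was not always enough; inconclusive = no clear call, values can overlap the other calls; inactive = mean under the limit and some replicate under it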;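 also: myotubes were challenged with 10 µM simvastatin during compound exposure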
# miR122 inh: miR-122 Renilla sensor signal increase in Huh7, primary screen, miR-122 inhibitor project, cell-based, single point, plate reader; Huh7 miR-122 Renilla luciferase sensor, 48 h; neutral wells = 0, positive control = 100; activation (reporter increase), % at 12.5 µM; hit rate 0.3% among 340,000;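 active = mean replicate activation score at least 90 and every replicate individually at or above 90; inconclusive = only one of the two criteria met; inactive = neither criterion met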;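 also: higher luciferase means less miR-122 activity so hits act as miR-122 inhibitors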
# SIRT5 block: SIRT5 desuccinylase inhibitors, primary screen, biochemical, fluorescence imaging, single point, set 5. NAD-dependent protein deacylase sirtuin-5, mitochondrial (Homo sapiens), Q9NXA8. Purified SirT5, succinyl-peptide AMC, trypsin-coupled fluorescence. inhibition, % at 15 µM. hit rate 1.1% among 330,000. AID 652115, 2013; in the data active = inhibition above about 15%; inconclusive = no clear call, values can overlap the other calls
# Target sequence (Q9NXA8 whole entry, looked up): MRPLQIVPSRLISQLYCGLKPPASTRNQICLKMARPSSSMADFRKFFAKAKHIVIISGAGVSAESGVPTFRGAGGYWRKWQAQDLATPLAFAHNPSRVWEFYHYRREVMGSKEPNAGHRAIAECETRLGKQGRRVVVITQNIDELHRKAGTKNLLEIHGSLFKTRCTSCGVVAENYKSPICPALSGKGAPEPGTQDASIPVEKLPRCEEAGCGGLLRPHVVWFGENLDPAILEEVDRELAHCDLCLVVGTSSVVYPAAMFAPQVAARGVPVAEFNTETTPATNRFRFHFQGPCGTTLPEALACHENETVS
# Active calls of the source: *; ? = inconclusive; . = no result given; & = joins results of further samples; [ ] = another dose, or the depositor's remark.
SMILES,Cneo AK release,ARNT TACC3 PPI,esBAF inh,ERp5 block,C2C12 statin,miR122 inh,SIRT5 block
Cc1noc(C)c1S(=O)(=O)Nc1ccc2c(c1)C(=O)N([C@@H](C)CO)C[C@@H](C)[C@H](CN(C)S(=O)(=O)c1ccc(F)cc1)OCCCC[C@H](C)O2,55,2,-10,-7,.,12[16.7 µM],2
CCOC(=O)C1=C(CSc2nc(CC)c(C)cc2C#N)OC(N)=C(C#N)C1c1ccccc1 (stereo not drawn),-1,-14,5,.,-3,5,.
O=[N+]([O-])c1ccc2nc(-c3ccccc3)n(OCc3ccc(Cl)cc3)c2c1,.,6,62*,-6,-14,-10,-2
COc1ccc2[nH]c(C)c(CCN(Cc3cccs3)C(=S)Nc3ccccc3OC)c2c1,3,-9,6,4,-4,10,3
CCN(CC)c1ccc(NC(=O)C2CCCC2)cc1,0,2,16,3,-42,.,-2
CN1CCN(CCCNC(=O)C2CCN(c3nnc(-n4cccc4)s3)CC2)CC1,0,1,-7,.,1,-2,.
COc1ccc(CN2CCC(=O)N([C@H](CO)CC(C)C)CC2)cc1OC,0,-12,-6,-1,14,-3,.
CC(C)OC(=O)C1C(=O)CC(C)(O)C(C(=O)OC(C)C)C1c1ccc(F)cc1 (stereo not drawn),.,-4,.,1,.,.,1
COc1ccc(Cc2nnc(SCC(=O)c3ccccc3)o2)cc1,-2,-4,-4,.,5,-2,.
CCC(CC)Nc1ccc(C(CC(N)=O)NC(=O)c2ccccc2)cc1[N+](=O)[O-] (stereo not drawn),-1,2,6,0,-22,-8,.
COc1cccc(COC(=O)C2CC(=O)N(Cc3ccccc3)C2)c1OC (stereo not drawn),-2,.,-6,4,24,-1,.
O=C(O)c1ccccc1COc1ccccc1Cl,-4,-1,10,2,-4,-1,-2
Cc1ccc(C(=O)Cn2c(C(=O)OCCO)cc3ccccc32)cc1,1,13,8,-3,5,17,-1
C[C@@H]1CN([C@@H](C)CO)C(=O)Cc2cc(NS(=O)(=O)c3cn(C)cn3)ccc2O[C@H]1CN(C)CC1CC1,0,-1,1,3,-2,8[16.7 µM],6
O=C1CCCN1CC(O)CS(=O)(=O)Cc1ccc(Cl)c(Cl)c1 (stereo not drawn),-1,-19,-2,1,-4,3,6
CCCN1CCN(c2ccc([N+](=O)[O-])cc2C#N)CC1,.,2,.,-2,.,1,-1
CCCC#Cc1ccc([C@@H]2[C@@H](CO)N(C(=O)C3CCCC3)[C@H]2C#N)cc1,14,6,3,-4,-6,.,2
CCN1[C@H](C(=O)NCc2ccccc2)[C@@H](CO)[C@@H]2Cn3c(ccc(-c4ccccc4)c3=O)[C@@H]21,1,-11,-2,6,30,-5[16.7 µM],-1
C=CCc1cc(C=O)cc(OC)c1OCc1ccc(C(=O)O)cc1,.,-2,9,-12,-5,-7,-5
Cc1ccc(N(C(=O)c2snc(C(N)=O)c2N)C(C(=O)NC2CCCC2)c2ccco2)cc1 (stereo not drawn),2,.,9,4,-1,-10,.
CC1CCCN(C(=O)CN2C(=O)NC(C)(c3ccc4ccccc4c3)C2=O)C1 (stereo not drawn),.,-6,.,0,.,-9,-1
Cc1nc(-c2ccccc2O)n(S(=O)(=O)N(C)C)n1,-3,-34,1,.,10,2,.
O=C(N/N=C/C1=Cc2ccccc2OC1)c1ccncc1,-3,17,.,2,.,-7,1
Cc1ccc(NC(=O)CCN2C(=O)c3ccccc3C2=O)cc1C,-1,-4,0,.,8,1,.
CCC(=O)N1[C@H](CN(CC)C(=O)c2ccc(F)cc2)[C@H](c2ccccc2)[C@@H]1CO,1,6,1,5,2,-14[16.7 µM],-3
SMILES,Cneo AK release,ARNT TACC3 PPI,esBAF inh,ERp5 block,C2C12 statin,miR122 inh,SIRT5 block
CCSc1nnc(NC(NC(C)=O)(C(F)(F)F)C(F)(F)F)s1,0,2,5,3,2,-4,-4
CC(C)(C)c1ccc(C(=O)NCCC(=O)NNC(=O)COc2ccc(F)cc2)cc1,0,.,6,-7,4,-5,-1
Cc1ccc(-c2nc(C=Nc3ccccc3)c(O)o2)cc1,.,-2,.,0,.,.,-1
CCOC(=O)n1c2ccccc2c(=O)n1CCO,-3,.,-4,7,-2,0,.
NC(Cc1ccccc1)c1csc(Nc2ccc(C(F)(F)F)cn2)n1 (stereo not drawn),2,.,-11,-2,-11,.,-1
C[C@@H]1CN([C@@H](C)CO)C(=O)c2cc(NC(=O)Cc3cn(C)c4ccccc34)ccc2O[C@@H]1CN(C)C,3,10,-5,0,4,8[16.7 µM],3
CC1CC(=O)Nc2ccccc2N1S(=O)(=O)c1ccccc1 (stereo not drawn),-1,-1,-5,.,-9,2,.
CCOC(=O)c1cnc(SCC(=O)N2CCN(c3ccccc3)CC2)nc1N,1,-4,-3,.,.,-5,.
COc1ccc(Cl)cc1NC(=O)CCN1C(=O)NC(C)(C)C1=O,4,0,4,0,4,.,12
CC(Oc1ccc2ccccc2c1)C(=O)N/N=C/c1cccnc1 (stereo not drawn),18,1,4,6,4,-7,-3
COc1ccc2cc(-c3[nH]ncc3CNCCn3nc(C)cc3C)ccc2c1,.,5,.,4,.,.,-3
Cc1ccccc1CN1C(=O)CSc2ccc(C(=O)N3CCOCC3)cc21,7,-5,7,.,23,2,.
CCN(CC)CCNC(=O)c1nn(-c2ccc(C)cc2)c(=O)c2c1c1ccccc1n2C,-2,-6,4,.,-4,-1,.
Cc1ccc(NC(=O)C(=O)NCC2CCCO2)cc1C (stereo not drawn),.,-7,.,5,.,.,-2
COc1cccc(Oc2nccc(N(C)C)c2C#N)c1,-2,.,.,-3,.,1,8
Cc1cc(C)c(NC(=O)COc2ccc(-n3cnnn3)cc2)c(C)c1,-3,-4,3,-9,4,-3,0
Cc1ccc(C(=O)Oc2ccc(-c3nccc(-c4ccccn4)n3)cc2)cc1,3,0,?,.,1,-6,.
O=C(Nc1ccc(N2CCN(C(=O)c3ccco3)CC2)cc1)c1ccccc1,2,-4,14,-7,-3,1,19*
Cc1cc(C(=O)Cn2cc([N+](=O)[O-])ccc2=O)c(C)n1CC1CCCO1 (stereo not drawn),-2,1,16,2,20,4,2
CCCCc1ccc(NC(=O)CSc2nnc(C)c(=O)n2N)cc1,1,2,-2,-2,-1,1,0
CS(=O)(=O)c1cccc(-c2nnc(NC(=O)c3ccc(S(=O)(=O)N4CCCC4)cc3)o2)c1,1,56*,0,-11,7,.,1
COCC#Cc1ccc2c(c1)O[C@@H](CN(C)C(=O)CN(C)C)[C@H](C)CN([C@@H](C)CO)S2(=O)=O,-2,2,3,3,5,-6[16.7 µM],5
C[C@@H]1CN([C@@H](C)CO)C(=O)Cc2cc(NC(=O)Cc3ccccc3)ccc2O[C@H]1CN(C)Cc1ccccc1,5,23,2,0,-4,7[16.7 µM],5
Cc1cccc(NC(=O)Cc2nnc(NC(=O)Nc3ccccc3F)s2)c1,.,-10,.,5,.,.,1
O=C(NCc1nc2ccccc2[nH]1)C1=C[C@H](c2ccc3c(c2)OCO3)C[C@H](OCc2ccc(CO)cc2)O1,10&0,8&6,-5,4&4,-9,-5,-6&-2
SMILES,Cneo AK release,ARNT TACC3 PPI,esBAF inh,ERp5 block,C2C12 statin,miR122 inh,SIRT5 block
C=CCCC(=O)Nc1nc(C)c(-c2csc(Nc3ccccc3OC)n2)s1,-1,1,-5,21,-74,-3,.
COc1ccc(C(=O)Nc2c(N)nc(SCC(=O)Nc3ccc(NC(C)=O)cc3)[nH]c2=O)cc1OC,1,-2,1,5,8,0,-1
O=[N+]([O-])c1ccc(N2CCOCC2)cc1,0,-7,7,7,5,-2,-3
O=C1CCC(C(=O)N2CCCC2)CN1Cc1cccc(C(F)(F)F)c1 (stereo not drawn),1,-2,.,-4,.,-1,-3
N#Cc1c(N)nc2c3c(sc(=N)c2c1N)NC(=O)CC3c1ccccc1 (stereo not drawn),-2,-1,12,.,24,15,.
CCCCOc1ccccc1N1CCN(CCCN2C(=O)C3CCCN3C2=O)CC1 (stereo not drawn),1,-6,1,2,-2,-9,6
CN1CCN(NC(=O)c2ccc(Cl)s2)CC1,2,38,-4,-3,8,0,5
Oc1ccc(C[C@H]2CN([C@@H](Cc3ccccc3)CN3CCC[C@@H]3CN3C(=S)NC[C@@H]3Cc3ccccc3)C(=S)N2CC2CCCCC2)cc1,1,.,6,2,-1,-2,.
O=C(C[C@H]1CC[C@@H]2[C@H](COC[C@@H](O)CN2C(=O)c2ccccn2)O1)N1CCN(c2ccccc2)CC1,-2,3,-1,-4,-3,-4[16.7 µM],3
Cc1ccccc1-c1ccc2c(c1)O[C@H](CN(C)CC1CC1)[C@H](C)CN([C@H](C)CO)S2(=O)=O,49,9,-6,-1,-81,13[16.7 µM],-3
Cc1cc2cccc(C)c2nc1SCC(=O)NC1CCCCC1,.,2,-8,-4,-4,-4,-2
CO[C@@H]1CN(C)C(=O)c2cc(NC(=O)c3ccccc3)ccc2OC[C@@H](C)NC[C@@H]1C,2,-1,1,0,-5,1[16.7 µM],6
Cc1cc(C(=O)Nc2ccccc2)oc(=O)c1,.,1,.,1,.,.,-1
Cc1nc(C)c(C(=O)N2CCCC(C(=O)c3ccc(Cl)cc3C)C2)s1 (stereo not drawn),0,-6,0,-3,17,1,-6
Cc1ccc(Oc2c(C)nc(-c3ccccc3)[nH]c2=O)cc1,.,-1,.,1,.,.,3
COc1ccc(CCNC(=O)c2ccc(Br)cc2)cc1,2,8,11,2,7,-6,-4
COc1ccc(C(NC(=O)c2cccnc2)c2cc(Cl)c3cccnc3c2O)cc1OC (stereo not drawn),-8,29,-18,.,-38,.,.
C[C@@H]1CN([C@@H](C)CO)C(=O)c2cc(NC(=O)CCC(F)(F)F)ccc2O[C@@H]1CN(C)S(=O)(=O)c1ccc(Cl)cc1,2,-12,1,1,-6,41[16.7 µM],-1
COc1ccc(S(=O)(=O)NCCSCc2ccco2)cc1OC,2,2,1,-9,-8,43,-2
Cc1ccc(C(=O)COC(=O)c2cc(Cl)ccc2O)cc1[N+](=O)[O-],0,-2,-4,-5,7,-6,-2
O=C(C[C@@H]1C[C@H]2c3cc(NS(=O)(=O)c4ccc(F)cc4)ccc3O[C@H]2[C@@H](CO)O1)NCc1ccncc1,0,-1,-3,15,7,3[16.7 µM],-5
O=C(OCc1cn([C@@H]2CN(Cc3cccs3)[C@@H](c3ccccc3)C[C@H]2O)nn1)c1ccccc1,-1,.,-7,0,8,-2,-1
CN1C(=O)c2cc(NS(=O)(=O)c3ccc(F)cc3)ccc2OC[C@H]2O[C@@H](CC(=O)O)CC[C@@H]21,-8,5,-8,3,10,3[16.7 µM],1
COc1ccc(NC(=O)N(C)C[C@H]2Oc3c(NC(=O)Nc4c(C)noc4C)cccc3C(=O)N([C@@H](C)CO)C[C@H]2C)cc1,0,4,-3,-4,-20,-3[16.7 µM],3

# Compound profiles (already shown).
# CC1CC(=O)Nc2ccccc2N1S(=O)(=O)c1ccccc1 (stereo not drawn) is listed as Cneo AK release: -1; ARNT TACC3 PPI: -1; esBAF inh: -5; ERp5 block: .; C2C12 statin: -9; miR122 inh: 2; SIRT5 block: .
# Cc1ccc(NC(=O)C(=O)NCC2CCCO2)cc1C (stereo not drawn) is listed as Cneo AK release: .; ARNT TACC3 PPI: -7; esBAF inh: .; ERp5 block: 5; C2C12 statin: .; miR122 inh: .; SIRT5 block: -2

# 2 compounds from above, showing only ERp5 block and miR122 inh.
compound,ERp5 block,miR122 inh
O=C(C[C@@H]1C[C@H]2c3cc(NS(=O)(=O)c4ccc(F)cc4)ccc3O[C@H]2[C@@H](CO)O1)NCc1ccncc1,15,3[16.7 µM]
O=C(OCc1cn([C@@H]2CN(Cc3cccs3)[C@@H](c3ccccc3)C[C@H]2O)nn1)c1ccccc1,0,-2
